Compound activity from PubChem BioAssay.
PERK inhibitor: human PERK inhibition, primary cell-based screen; inhibition, % at 5.6 µM; Q9NZJ5; CHO PERK-DD fusion, SEAP luminescence translation reporter; AID 1416; 220,000 compounds, 0.17% hits;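 active = inhibition above the mean inhibition of all tested compounds plus 3 SD, set separately per screening campaign, cut at about 2.9% in these data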;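 also: PERK kinase domain activated by AP20187 dimerizer at 100 nM; 0% = DMSO with dimerizer and 100% = rapamycin at 8.4 µM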
Furin inh: inhibitors of human furin. inhibition, % at 30 µM. P09958. purified furin, fluorogenic substrate cleavage. AID 463115. 220,000 compounds, 0.061% hits; in the data active = inhibition above about 25%; also: inactives centre near -15
Target sequence (P09958 108-714 limits assumed): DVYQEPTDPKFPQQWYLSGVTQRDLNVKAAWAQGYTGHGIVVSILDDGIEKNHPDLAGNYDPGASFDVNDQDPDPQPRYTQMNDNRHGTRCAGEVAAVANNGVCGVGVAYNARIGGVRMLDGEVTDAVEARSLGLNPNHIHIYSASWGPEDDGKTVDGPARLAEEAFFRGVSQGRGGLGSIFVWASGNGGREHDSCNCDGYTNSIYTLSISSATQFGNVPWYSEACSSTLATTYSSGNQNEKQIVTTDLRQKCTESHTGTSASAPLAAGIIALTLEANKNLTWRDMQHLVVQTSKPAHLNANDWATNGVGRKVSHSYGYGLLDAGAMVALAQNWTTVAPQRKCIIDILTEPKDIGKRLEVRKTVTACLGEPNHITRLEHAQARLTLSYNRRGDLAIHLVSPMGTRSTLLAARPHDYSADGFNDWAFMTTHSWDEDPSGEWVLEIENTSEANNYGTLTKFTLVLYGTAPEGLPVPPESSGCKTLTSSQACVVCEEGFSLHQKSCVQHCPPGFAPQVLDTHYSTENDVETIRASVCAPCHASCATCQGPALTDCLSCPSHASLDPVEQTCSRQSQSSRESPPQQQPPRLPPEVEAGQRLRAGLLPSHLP
KLK5 inh: kallikrein 5 (human) inhibition. Q9Y337. recombinant hK5, fluorogenic AMC substrate cleavage. 210,000 compounds, 0.59% hits. inhibition, % at 5 µM;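 active = inhibition of 40% or more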;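 also: 0% = enzyme controls without compound and 100% = no-enzyme blanks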
Target sequence (Q9Y337 67-293 limits assumed): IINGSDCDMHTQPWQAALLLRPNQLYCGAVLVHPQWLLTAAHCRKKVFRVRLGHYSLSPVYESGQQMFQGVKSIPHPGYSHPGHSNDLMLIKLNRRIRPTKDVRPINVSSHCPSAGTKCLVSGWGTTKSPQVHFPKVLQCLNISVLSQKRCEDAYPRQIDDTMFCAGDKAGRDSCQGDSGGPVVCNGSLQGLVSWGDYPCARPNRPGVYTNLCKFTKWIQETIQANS
FXIIa inh 1536: inhibitors of human coagulation factor XIIa; purified FXIIa, Boc-QGR-AMC fluorogenic substrate, 2 h; inhibition, % at 5 µM; 220,000 compounds, 0.3% hits; AID 800; in the data active = inhibition above about 40%;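 also: 0% = enzyme with no compound and 100% = blank without enzyme; many of its hits are not listed in these tables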
p97 ATPase inh: human p97 ATPase inhibition; P55072; recombinant p97 ATPase, Kinase-Glo ATP luminescence, 3 h; inhibition, % at 8 µM; 220,000 compounds, 0.42% hits; AID 1481; in the data active = inhibition above about 15%;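 also: 0% = DMSO vehicle and 100% = wells lacking enzyme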
KCC2 mod: modulators of human KCC2 chloride dependent transport; Q9H2X9; KCC2 cells, thallium flux FluoZin-2 fluorescence; B-score of Tl+ flux slope (higher = more flux/activation; lower = inhibition) at 10 µM; 190,000 compounds, 2.2% hits; AID 1456;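 active = thallium flux slope and its plate-corrected score both differing from the plate sample mean at a set confidence after two filtering rounds, in either direction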;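 also: slope of fluorescence scaled to starting intensity during 10 to 20 s after thallium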
Wee1 stabilizer: inhibitors of human Wee1 degradation; HeLa Luc-Wee1K328M stability, luciferase luminescence; 100% = proteasome inhibitor MG132 effect; reporter increase, % at 5 µM; 220,000 compounds, 1.2% hits;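 active = activation above the mean of all tested compounds plus 3 SD, set per screening run, cut at about 8.8% in these data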;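 also: cells exposed to compound for 20 h before luminescence read; 0% = DMSO alone and 100% = MG132 at 30 µM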
FXIa inh: factor XIa (human) inhibition. inhibition, % at 5 µM. AID 798. 220,000 compounds, 0.14% hits. P03951. purified FXIa, Boc-Glu-Ala-Arg-AMC fluorogenic substrate;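 active = inhibition of at least 40%; inactive = inhibition below 40%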;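 also: fluorescence of freed AMC excited at 355 nm; 0% = enzyme without compound and 100% = no enzyme blank; many of its hits are not listed in these tables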
thrombin 1536: inhibitors of human thrombin; P00734; alpha-thrombin, Boc-VPR-AMC fluorogenic substrate cleavage; inhibition, % at 5 µM; 220,000 compounds, 0.26% hits;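 active = inhibition at or above 40%; inactive = inhibition below 40%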;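 also: 0% = enzyme with no compound and 100% = wells without enzyme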
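System – human alpha-thrombin · Medium – pH 7.5 Tris (50 mM) with NaCl 150 mM, Tween 20 0.05% · Compound – single-point dosing at 5 µM, 0.2% DMSO · Incubation – enzyme reaction carried out at room temperature · Technique – fluorescence of released AMC, ex 355 nm, em 460 nm · Read-out basis – % inhibition of thrombin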
Active calls of the source: *; · = not tested or not shown; [ ] = remark or other dose.

nr | compound | PERK inhibitor | Furin inh | KLK5 inh | FXIIa inh 1536 | p97 ATPase inh | KCC2 mod | Wee1 stabilizer | FXIa inh | thrombin 1536
1 | CCN1CCCC1CNC(=O)c1csc2c1CCCC2 (stereo unspecified) | -1.2 | -23 | 1 | -9 | -4 | 0.14 | 2 | -4 | -5
2 | O=C(NCc1ccccn1)c1c(Cl)cccc1Cl | -0.2 | -24 | -2 | 3 | -2 | · | 1 | -3 | -6
3 | CCSc1cc(N2CCCC2)nc(-c2ccc(C)cc2)n1 | 1.0 | -14 | -12 | 7 | 4 | 1.2 | -1 | 7 | -1
4 | CCOC(=O)c1ccc(-n2c(C)nc3ccc(Br)cc3c2=O)cc1 | -0.2 | -12 | 2 | 10 | 0 | 0.69 | 0 | 0 | 2
5 | O=c1cc(O)c2sc(Nc3ccc(F)c(Cl)c3)nc2[nH]1 | 1.1 | -14 | 3 | 9 | 3 | 0.21 | 1 | 2 | 2
6 | Cc1cc(C)c(S(=O)(=O)c2ccccc2C)c(Oc2ccccc2)n1 | -1.4 | -2[20 µM] | -34 | 7 | -10 | · | -2 | 4 | 3
7 | Cc1ccc(C(=O)Nc2nc(=O)n(C(=O)c3ccccc3Cl)s2)cc1 | -1.0 | -24[20 µM] | 10 | 21 | 1 | -7.2* | 0 | 12 | 2
8 | CCCNC(=O)CN1C(=O)NC(CCSC)C1=O (stereo unspecified) | 0.9 | -14 | -6 | 2 | 7 | -0.35 | -1 | -4 | -4
9 | Nn1c(-c2ccccn2)nnc1-c1ccccn1 | -1.1 | 5[20 µM] | -23 | 6 | -1 | 0.63 | 0 | 1 | 2
10 | O=C(Cc1cccs1)Nn1c(Cc2cccs2)nc2ccccc2c1=O | 0.2 | -17 | 6 | 9 | 5 | 0.5 | 6 | 4 | 0
11 | C=CCOn1c(=O)c(-c2cccs2)[n+]([O-])c2ccccc21 | -0.4 | -14[20 µM] | -22 | 6 | 4 | 2.2 | 1 | 2 | 17
12 | Cn1nc(C(F)(F)F)c(-c2ccc(Br)cc2)c1NC(=O)c1ccco1 | 0.2 | -18 | -2 | 9 | -1 | -2.7 | -2 | -1 | -3
13 | Cc1c(Cl)cccc1NC(=O)CNC(=O)c1ccccc1F | 0.4 | -15 | -12 | 4 | 2 | -0.6 | 0 | -2 | -13
14 | CCN(CC)c1nc(SCC(=O)O)nc(N(CC)CC)n1 | 1.6 | -16[20 µM] | -7 | -15 | 15* | · | 0 | -17 | -4
15 | O=C(Nc1cccc([N+](=O)[O-])c1)c1ccn[nH]1 | 1.1 | -38 | -2 | 9 | 3 | 1.9 | -2 | 1 | -1
16 | O=c1c2c(nc3c(-c4ccc(Cl)cc4)c[nH]n13)CCCC2 | 1.4 | -9 | -248 | -8 | -3 | · | 0 | -6 | 3

Looked up above:
cpd 10 in KLK5 inh → 6
cpd 11 in KLK5 inh → -22
cpd 12 in p97 ATPase inh → -1

(continued)
nr | compound | PERK inhibitor | Furin inh | KLK5 inh | FXIIa inh 1536 | p97 ATPase inh | KCC2 mod | Wee1 stabilizer | FXIa inh | thrombin 1536
17 | Cc1ccc(O)c(C2=NCCNC(C(F)(F)C(F)F)=C2)c1 | -0.2 | -6[20 µM] | -10 | 21 | -2 | 0.39 | 2 | 2 | 4
18 | CC(C)(C#N)NC(=O)C(=O)c1c(-c2ccccc2)cc2ccccn12 | -1.5 | -12 | -1 | 6 | 4 | -0.77 | -1 | -1 | -3
19 | COc1ccccc1NC(=O)CCSCCC(=O)Nc1ccccc1OC | 0.2 | -13 | -17 | 4 | 1 | 0.15 | -1 | 5 | -2
20 | OCCNCCOc1ccc(Cl)c(Cl)c1 | 0.1 | -9 | -17 | 7 | -4 | 0.21 | -3 | 6 | -7
21 | COC(=O)CSc1nc(C2CC2)cc(C(F)(F)F)c1C#N | 0.8 | -7 | -12 | 21 | -1 | -0.48 | -3 | 9 | 5
22 | CSc1nc(S(=O)(=O)c2ccc(C)cc2)c(Cl)s1 | 0.5 | -16 | -2 | 8 | -3 | 0.032 | 1 | 5 | 0
23 | COc1ccccc1OCc1nc(-c2cccc([N+](=O)[O-])c2)no1 | 1.2 | -18 | -4 | 4 | 4 | -1.4 | -3 | -4 | -3
24 | Cc1[nH]c2ccccc2c1/C=N/NC(=O)c1cccc([N+](=O)[O-])c1 | 0.7 | -9 | -4 | 1 | 8 | 0.31 | 2 | -5 | -7
25 | CC(C)CCNC(=O)c1cccc(S(=O)(=O)N2CCc3ccccc32)c1 | -0.7 | -18[20 µM] | -6 | 6 | 1 | -1.3 | 1 | 0 | 5
26 | Cc1ccc(Oc2cnn(-c3ccccc3)c(=O)c2Br)cc1 | 3.0* | -16 | -21 | -5 | 0 | -2.7 | 2 | 0 | 4
27 | CCc1nc2ccccc2c(C(=O)OCC(=O)C(C)(C)C)c1C | -1.1 | 3 | 32 | 27 | -7 | -1 | 5 | 29 | 47*
28 | O=C(NC1CCCC1)C(c1cccs1)N(Cc1ccco1)C(=O)Cn1nnc(-c2cccs2)n1 (stereo unspecified) | -0.9 | 2[20 µM] | -14 | 9 | -3 | 0.56 | 1 | -8 | -4
29 | COc1ccc(-c2nc(NC(=O)c3ccc(OCC(=O)N4CCOCC4)c(OC)c3)sc2C)cc1 | -0.4 | -13 | 7 | 9 | 1 | -0.095 | -1 | 8 | -8
30 | CCC(NC(=O)Nn1cnnc1)(C(F)(F)F)C(F)(F)F | 1.0 | 12[20 µM] | -14 | 13 | 2 | 0.58 | 0 | 9 | 0
31 | Cc1ccc(CNC(=O)CSc2ccsc2[N+](=O)[O-])cc1 | 0.8 | -6 | -7 | 4 | 1 | 0.67 | 1 | 1 | -10
32 | O=C(NCc1ccco1)c1cnn2cccnc12 | 0.5 | -8 | -5 | 3 | 9 | 0.41 | 0 | 4 | -1
33 | COc1ccc(/C=N/OCC(=O)N2CC3(C)CC2CC(C)(C)C3)cc1 (stereo unspecified) | 1.3 | -23[20 µM] | -16 | 14 | -2 | -1.6 | -2 | -1 | -2
34 | O=C(CSc1nc(-c2ccccc2F)nc2nc[nH]c12)Nc1c(Cl)cc(Cl)cc1Cl | 1.1 | -15 | -11 | 2 | 4 | 0.28 | 0 | -1 | 0
35 | O=C(/C=C/c1ccc(S(=O)(=O)N2CCOCC2)cc1)NCc1ccccc1Cl | 0.3 | -12 | -15 | 6 | 3 | -0.98 | 2 | 10 | -3
36 | CCC(C)NC(=O)CNC(=O)Cn1c(C)cc2ccccc2c1=O (stereo unspecified) | 0.0 | -27 | -14 | -4 | -1 | -0.17 | 0 | 3 | -5
37 | Cn1cnc(S(=O)(=O)N2CCN(c3ccc(F)cc3)CC2)c1 | 0.1 | -11 | 4 | 0 | 8 | 1.2 | 0 | -18 | -6
38 | CSc1cccc(NC(=S)N(Cc2ccccc2)Cc2cccnc2)c1 | 1.0 | -32 | -19 | -3 | 1 | -0.3 | -4 | -1 | 3
39 | COC(=O)c1ccccc1NC(=O)c1cc([N+](=O)[O-])nn1Cc1ccccc1 | 0.6 | 3 | -14 | -3 | 1 | 0.00068 | -3 | -6 | -8
40 | O=C1CC(N2CCN(c3ccc(O)cc3)CC2)C(=O)N1c1ccc2c(c1)OCO2 (stereo unspecified) | 0.1 | -25 | 7 | 2 | 6 | 1.1 | 3 | 3 | -2

Arranged by molecular weight (ascending): part of the list above
nr | compound | PERK inhibitor | Furin inh | KLK5 inh | FXIIa inh 1536 | p97 ATPase inh | KCC2 mod | Wee1 stabilizer | FXIa inh | thrombin 1536
37 | Cn1cnc(S(=O)(=O)N2CCN(c3ccc(F)cc3)CC2)c1 | 0.1 | -11 | 4 | 0 | 8 | 1.2 | 0 | -18 | -6
39 | COC(=O)c1ccccc1NC(=O)c1cc([N+](=O)[O-])nn1Cc1ccccc1 | 0.6 | 3 | -14 | -3 | 1 | 0.00068 | -3 | -6 | -8
40 | O=C1CC(N2CCN(c3ccc(O)cc3)CC2)C(=O)N1c1ccc2c(c1)OCO2 (stereo unspecified) | 0.1 | -25 | 7 | 2 | 6 | 1.1 | 3 | 3 | -2
35 | O=C(/C=C/c1ccc(S(=O)(=O)N2CCOCC2)cc1)NCc1ccccc1Cl | 0.3 | -12 | -15 | 6 | 3 | -0.98 | 2 | 10 | -3
34 | O=C(CSc1nc(-c2ccccc2F)nc2nc[nH]c12)Nc1c(Cl)cc(Cl)cc1Cl | 1.1 | -15 | -11 | 2 | 4 | 0.28 | 0 | -1 | 0

Continued.
nr | compound | PERK inhibitor | Furin inh | KLK5 inh | FXIIa inh 1536 | p97 ATPase inh | KCC2 mod | Wee1 stabilizer | FXIa inh | thrombin 1536
41 | S=C(Nc1ccccc1Cl)N1CCCCC1 | 1.1 | -14 | -3 | 10 | 3 | 2.1 | 0 | 6 | -2
42 | O=S(=O)(c1ccccc1)N1CCN(C(=S)NCCCN2CCOCC2)CC1 | -0.3 | -15 | -8 | 2 | 0 | -0.038 | 4 | -5 | -2
43 | CCN(C(=O)COc1cc(=O)n(C)c2ccccc12)c1cccc(Cl)c1 | -0.4 | -15 | -6 | 17 | -4 | 0.85 | -1 | 0 | 4
44 | CC(C)NC(=O)C1CCN(C2CCN(C(=O)Cc3ccc4c(c3)OCO4)CC2)CC1 | 1.3 | -21 | · | 1 | -3 | 0.37 | -2 | -3 | -4
45 | CCN1C(=O)/C(=C2/Sc3ccc(OC)cc3N2C)SC1=Nc1ccc(C)cc1 | 1.8 | -22[20 µM] | · | · | -2 | 0.11 | -1 | · | ·
46 | COc1ccc(C(=O)COC(=O)CNC(=O)c2cccc(OC(F)F)c2)cc1 | -1.1 | -15 | -1 | 5 | -8 | -1.1 | 1 | -1 | -4
47 | O=C1CC2(CON=C2c2ccc(F)cc2)C(=O)N1c1ccc(F)cc1 (stereo unspecified) | 0.7 | -24 | -8 | 11 | 4 | 0.31 | 0 | -3 | 0
48 | COC(CNC(=O)c1ccc2nc(-c3cccs3)c(-c3cccs3)nc2c1)OC | 0.4 | -14 | -7 | 7 | 5 | -2.1 | 12* | 0 | -8
49 | Clc1nssc1=Nc1ccc(Br)cc1 | 1.4 | -34 | -10 | 9 | 6 | -0.97 | 0 | -1 | -8
50 | CCN1CCN(S(=O)(=O)c2ccc(C)c([N+](=O)[O-])c2)CC1 | 1.2 | -16 | -1 | 8 | 3 | · | 1 | 10 | -6
51 | COC(=O)C1NN=C(C(=O)c2ccc(Cl)cc2)C1c1ccc(OC)cc1 (stereo unspecified) | -0.3 | -26 | -11 | 7 | -2 | -0.83 | 1 | -8 | -3
52 | O=C(CCN1C(=O)c2ccccc2S1(=O)=O)Nc1ccccc1O | 1.2 | -22 | -13 | 7 | 2 | -0.38 | -2 | 2 | -1
53 | Cc1ccc(C(=O)Nc2ccc(N3CCN(C)CC3)nc2)cc1 | 0.5 | -26 | 1 | 13 | 2 | -0.18 | 4 | -6 | -20
54 | C#CCNC(=O)c1cc2sccc2n1C | 0.7 | -12 | -4 | 2 | 2 | -0.59 | -1 | -4 | -9
55 | Cc1ccc(Nc2nc(OC(C(F)(F)F)C(F)(F)F)nc(N3CCOCC3)n2)cc1 | 1.6 | -18 | -3 | 9 | 1 | · | 0 | 11 | -1
56 | C=CCNC(=S)NNC(=O)COc1cccc(Cl)c1 | 1.2 | -15[20 µM] | -33 | 15 | 2 | · | 1 | 7 | 4
57 | Cc1ccc(C(=O)COC(=O)CNC(=O)c2ccco2)cc1 | 0.5 | -27 | 4 | -9 | 4 | · | -2 | 0 | 4

Compounds were not picked by outcome; overall some 4.4% were active at least once.
